DAX1 inh-1: DAX1 (NR0B1) inhibitors, primary screen, cell-based, HEK293, Gal4-DAX1, luciferase luminescence; HEK293 Gal4-DAX1 luciferase reporter; inhibition, % at 6.75 µM; AID 504766, 2011; 0.99% of 340,000 active; Nuclear receptor subfamily 0 group B member 1 (Homo sapiens), P51843;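 active = inhibition above the mean over all tested compounds plus 3 SD, cut at about 4.2% in these data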;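 note: 0% = DAX1-transfected cells with DMSO and 100% = empty-vector control cells with DMSO; inhibition shows as a rise in luminescence from relieved DAX1 repression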
GAA850 FXN act: FXN promoter activators, primary screen, cell-based, luciferase luminescence, HEK293 lucGAA850; activation, % at 6 µM; AID 540364, 2011; HEK293 lucGAA850 FXN promoter luciferase reporter, 24 h; percent of 10 µM SAHA response; 0.56% of 360,000 active;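 active = activation above the average of all compounds screened plus 3 SD, cutoff fixed separately per campaign, cut at about 7.5% in these data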;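 note: 0% = DMSO wells and 100% = 10 µM SAHA wells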
ADAM10 inh: human ADAM10 inhibitors, primary screen, biochemical, QFRET, HTS. recombinant ADAM10, EDANS/DABCYL FRET peptide cleavage, 3 h. inhibition, % at 7 µM. 0.62% of 370,000 active;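 active = inhibition above a per-campaign cutoff equal to the mean of compounds falling between control-based bounds plus 3 SD, cut at about 20% in these data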;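 note: 0% = DMSO wells while the 100% control is not disclosed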
hgDAF-12 ag: H. glycines DAF-12 receptor agonists, primary screen, cell-based, luminescence, HEK293, GAL4 fusion, UAS-luciferase | AID 687014, 2013 | HEK293 GAL4-hgDAF12 UAS-luciferase reporter, agonist luminescence; normalized to butyrate control | activation, % at 6.8 µM | 1.8% of 370,000 active | Nuclear hormone receptor DAF-12 (Heterodera glycines), GAL4 fusion;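 active = activation above a cutoff set at the mean of all screened compounds plus 3 SD, cut at about 10% in these data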;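 note: 0% = DMSO wells and 100% = sodium butyrate wells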
PLCg1 inh: PLC-gamma1 enzyme inhibitors, primary screen, biochemical, fluorescence, purified enzyme. fluorogenic substrate. 1-phosphatidylinositol 4,5-bisphosphate phosphodiesterase gamma-1 (Homo sapiens), P19174. inhibition, % at 12.2 µM. 0.84% of 370,000 active; in the data active = inhibition above about 9.5%
Target sequence (P19174 whole entry, looked up): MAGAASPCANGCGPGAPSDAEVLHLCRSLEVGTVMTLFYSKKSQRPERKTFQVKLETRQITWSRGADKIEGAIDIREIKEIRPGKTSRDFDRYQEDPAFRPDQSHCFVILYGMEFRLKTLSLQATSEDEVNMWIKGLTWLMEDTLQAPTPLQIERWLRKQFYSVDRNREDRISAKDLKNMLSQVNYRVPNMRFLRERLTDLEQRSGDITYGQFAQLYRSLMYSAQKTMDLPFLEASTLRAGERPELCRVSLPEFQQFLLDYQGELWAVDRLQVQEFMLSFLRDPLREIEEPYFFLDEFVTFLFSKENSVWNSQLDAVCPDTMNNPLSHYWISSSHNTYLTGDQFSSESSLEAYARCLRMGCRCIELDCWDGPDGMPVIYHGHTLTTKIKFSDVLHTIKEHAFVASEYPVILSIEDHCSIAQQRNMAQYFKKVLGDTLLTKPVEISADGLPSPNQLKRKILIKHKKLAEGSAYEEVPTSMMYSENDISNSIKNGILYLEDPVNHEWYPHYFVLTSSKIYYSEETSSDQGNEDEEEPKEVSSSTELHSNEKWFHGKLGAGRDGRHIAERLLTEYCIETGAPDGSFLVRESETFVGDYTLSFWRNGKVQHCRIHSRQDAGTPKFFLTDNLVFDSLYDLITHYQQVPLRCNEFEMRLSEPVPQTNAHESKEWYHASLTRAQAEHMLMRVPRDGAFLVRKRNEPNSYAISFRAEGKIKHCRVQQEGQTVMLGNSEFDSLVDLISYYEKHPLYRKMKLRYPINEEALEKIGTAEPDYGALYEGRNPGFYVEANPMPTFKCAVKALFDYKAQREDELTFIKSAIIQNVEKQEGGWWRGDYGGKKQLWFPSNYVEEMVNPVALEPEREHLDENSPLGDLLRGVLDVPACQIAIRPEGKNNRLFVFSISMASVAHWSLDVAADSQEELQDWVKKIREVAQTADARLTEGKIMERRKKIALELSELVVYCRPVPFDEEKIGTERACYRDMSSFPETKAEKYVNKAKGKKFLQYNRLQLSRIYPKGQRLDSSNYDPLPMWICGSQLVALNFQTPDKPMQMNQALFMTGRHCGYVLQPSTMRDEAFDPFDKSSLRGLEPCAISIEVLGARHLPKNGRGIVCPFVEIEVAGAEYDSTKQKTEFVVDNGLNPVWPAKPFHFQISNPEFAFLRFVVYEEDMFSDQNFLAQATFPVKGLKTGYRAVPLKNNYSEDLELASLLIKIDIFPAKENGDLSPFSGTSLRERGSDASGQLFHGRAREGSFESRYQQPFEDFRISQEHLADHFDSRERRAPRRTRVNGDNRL
hcDAF-12 act: H. contortus DAF-12 nuclear receptor activators, primary screen, cell-based, luminescence, HEK293, lit1-tk-luc reporter; HEK293 hcDAF-12 lit1-tk-luc reporter; 0% DMSO, 100% Δ7-dafachronic acid; AID 652067, 2013; activation, % at 6.8 µM; 1.4% of 370,000 active;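 active = activation above the mean of all tested compounds plus 3 SD, cut at about 5.5% in these data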;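 note: 100% = response to 3 µM Δ7-dafachronic acid high control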
DAX1 inh-2: DAX1 (NR0B1) inhibitors on StAR promoter, primary screen, cell-based, luminescence, SF-1 (NR5A1), full-length DAX-1; inhibition, % at 6.8 µM; AID 652010, 2013; 1.1% of 370,000 active; HEK293T StAR-luciferase reporter, SF-1/DAX-1 repression relief;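 active = inhibition above the mean over all tested compounds plus 3 SD, cut at about 3.6% in these data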;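 note: 0% = DAX-1 cells with DMSO and 100% = cells lacking DAX-1 with DMSO; higher inhibition means more luminescence from relief of DAX-1 repression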
ADAM17 inh: ADAM17 inhibitors, primary screen, biochemical, QFRET. AID 720648, 2013. inhibition, % at 6.95 µM. Disintegrin and metalloproteinase domain-containing protein 17 (Homo sapiens), P78536. recombinant ADAM17, EDANS/DABCYL FRET peptide cleavage. 0.83% of 370,000 active;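 active = inhibition above the mean of compounds lying between control limits plus 3 SD, set per campaign, cut at about 8.5% in these data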;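 note: 0% = DMSO-only wells as the low control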
HGIII-sPLA2 inh: human group III sPLA2 inhibitors, primary screen, biochemical, QFRET, BODIPY PC-A2 liposome substrate; 0.56% of 370,000 active; inhibition, % at 12.2 µM; QFRET BODIPY PC-A2 liposome hydrolysis, fluorescence;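 active = inhibition above mean plus 3 SD of compounds lying within the high and low control bounds, cut at about 19% in these data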;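 note: 0% = median of test compound wells and 100% = no enzyme DMSO wells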
ssDAF-12 act: S. stercoralis DAF-12 nuclear receptor activators, primary screen, cell-based, luminescence, HEK293, GRIP1 co-expression, lit1-tk-luc | Nuclear hormone receptor DAF-12 (Strongyloides stercoralis) | HEK293 ssDAF-12/GRIP1 lit1-tk-luc reporter; % of 3 µM dafachronic acid response | activation, % at 6.8 µM | 1% of 370,000 active | AID 652126, 2013;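 active = activation above the mean over all tested compounds plus 3 SD, cut at about 0.9% in these data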;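 note: 0% = DMSO-only wells and 100% = 3 µM delta7-dafachronic acid wells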
PLC-beta3 inh: human PLC-beta3 inhibitors, primary screen, biochemical, fluorescence | 1-phosphatidylinositol 4,5-bisphosphate phosphodiesterase beta-3 (Homo sapiens), Q01970 | Purified PLC-beta3, fluorogenic substrate | inhibition, % at 12.2 µM | 0.18% of 370,000 active | AID 720704, 2013; in the data active = inhibition above about 11%;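 note: 0% = median of compound wells on plate and 100% = full blocker control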
Starred values were filed as active, the others as inactive; i = inactive; · = not tested or not shown.

SMILES	DAX1 inh-1	GAA850 FXN act	ADAM10 inh	hgDAF-12 ag	PLCg1 inh	hcDAF-12 act	DAX1 inh-2	ADAM17 inh	HGIII-sPLA2 inh	ssDAF-12 act	PLC-beta3 inh
NC(=O)C1CCN(C(=O)C(Cc2ccccc2)NC(=O)c2ccccc2)CC1 (configuration not stated)	-0.7	0.2	-6	0.5	-2	0.2	-0.9	-6	10	-1.7	-5
COc1ccc(CCNC(=O)CNS(=O)(=O)c2ccc(Br)cc2)cc1	-2.3	-0.4	-1	-2.7	0	-0.5	0.1	-1	-14	-1.5	-10
CCCCNC(=O)CCn1c(=O)c2ccccc2n(CC(=O)Nc2ccccc2OCC)c1=O	-1.3	-2.3	-1	1.4	2	-1.1	0.0	0	5	-1.4	0
CC1CN(C(=O)CCC(=O)NCc2cccnc2)c2ccccc2O1 (configuration not stated)	0.2	0.2	-7	-1.2	-1	0.7	0.4	-3	1	-0.5	0
Cn1nc(C(C)(C)C)c([N+](=O)[O-])c1C(N)=O	0.8	-1.3	10	-2.5	3	0.3	-0.2	-3	0	-1.7	7
CN(C)c1ccc(NC(=O)NC2CCCCN(Cc3ccc(Cl)cc3)C2=O)cc1 (configuration not stated)	·	·	9	-1.5	8	-0.1	-1.1	8.7*	20*	-1.6	10
COC(=O)c1sccc1NC(=O)Nc1cc(C)ccc1OC	-0.3	-0.6	3	-0.3	-1	-0.6	-1.4	2	-4	-1.4	-7
CCCCCCSc1ccc([C@H]2N[C@@](Cc3ccccc3)(C(=O)OC)[C@H]3C(=O)N(CC)C(=O)[C@@H]23)cc1	1.3	1.4	4	1.2	3	1.2	0.2	1	-1	-0.9	5
COc1cc(NS(=O)(=O)c2ccc(NC(=S)NC(=O)CC(C)C)cc2)nc(OC)n1	1.8	1.8	8	-2.6	2	-0.4	0.4	0	-8	-0.3	0
CC(=O)Nc1ccc2c(c1)OCO2	-1.2	1.8	0	-3.7	-1	-0.8	0.3	-5	5	-1.1	-1

Shown as a hit in HGIII-sPLA2 inh (from the list above):
Structure	DAX1 inh-1	GAA850 FXN act	ADAM10 inh	PLCg1 inh	hcDAF-12 act	DAX1 inh-2	ADAM17 inh	HGIII-sPLA2 inh	ssDAF-12 act	PLC-beta3 inh
CN(C)c1ccc(NC(=O)NC2CCCCN(Cc3ccc(Cl)cc3)C2=O)cc1 (configuration not stated)	·	·	9	8	-0.1	-1.1	8.7*	20*	-1.6	10

Carrying on:
SMILES	DAX1 inh-1	GAA850 FXN act	ADAM10 inh	hgDAF-12 ag	PLCg1 inh	hcDAF-12 act	DAX1 inh-2	ADAM17 inh	HGIII-sPLA2 inh	ssDAF-12 act	PLC-beta3 inh
CCC(=O)N(Cc1cc(=O)[nH]c2ccccc12)c1ccc(C)cc1	0.7	-1.4	-6	-0.6	8	2.8	-0.2	-3	1	-0.5	9
CCn1c(N)c(C(=O)COC(=O)CCc2nc3ccccc3c(=O)[nH]2)c(=O)[nH]c1=O	-0.5	-0.4	2	-3.0	2	1.9	2.3	-4	13	-0.6	-10
Cc1ccccc1N1CCN(S(=O)(=O)c2ccc3oc(=O)ccc3c2)CC1	-0.2	-2.5	3	-0.9	0	-1.6	-1.2	2	-14	-1.4	1
O=C(NC12CC3CC(CC(C3)C1)C2)c1cccnc1Cl	0.1	-0.4	-2	5.2	1	2.5	0.3	-2	-5	-1.3	-2
COc1ccc(Nc2nc(N)nc(C(F)(F)F)n2)c(OC)c1	1.1	0.8	4	0.5	-1	0.7	-0.1	-2	-4	-1.4	2
CCOC(=O)c1c(C)n(C)c2ccc(OC(C)=O)cc12	-0.5	0.6	6	-0.8	-1	-2.4	0.0	-3	5	-1.2	-1
Cc1ccc(C(=O)NCCc2ccc(S(N)(=O)=O)cc2)o1	0.9	-0.5	3	3.0	2	-1.3	0.3	3	3	-0.7	4
CCCc1nc2ccccc2c(=O)n1/N=C/c1ccc(O)cc1O	1.0	-2.1	-1	-0.4	-8	-0.4	-0.3	-2	-5	-1.2	-10
COc1ccc2nc(C(c3ccc(C)cc3)n3c(-c4ccccc4Br)nc4ccccc43)[nH]c2c1 (configuration not stated)	·	·	i	14*	-133	2.6	5.8*	-162	3	0.9	-180
Cn1c(=O)c2c(ncn2CC(=O)N/N=C/C(Cl)=C/c2ccccc2)n(C)c1=O	1.6	2.6	-4	0.3	-1	-2.1	0.7	-2	-4	-0.5	2
O=C(CNS(=O)(=O)c1ccc(Br)cc1)Nc1ccc2c(c1)OCCO2	0.6	-1.1	-3	-0.6	-3	0.8	0.1	-8	-9	-0.8	-5
CCOC(=O)N1CCN(C(=O)CS(=O)(=O)Cc2nc(-c3cccc(OC)c3)oc2C)CC1	0.0	1.9	3	-1.1	1	0.8	-0.4	-1	-27	-1.5	-4
COc1ccc(C(=O)OCCN=C2NS(=O)(=O)c3ccccc32)cc1OC	0.4	-0.6	8	-0.8	3	-0.2	0.2	-1	-2	-1.9	3
COCCCNC(=O)Cn1c(=O)n(Cc2ccc(C(=O)NCCc3ccc(OC)c(OC)c3)cc2)c(=O)c2ccccc21	0.0	1.4	-2	-4.1	0	-2.8	-0.1	-4	-5	-1.9	-5
O=C(O)c1cc(Cl)c(Cl)cc1C(=O)N(Cc1ccccc1)Cc1ccccc1	2.9	-0.7	-5	0.5	-5	-1.7	0.0	-6	-15	-1.3	-9
COc1cc(OCc2ccccc2)c(C(=O)/C=C/c2ccc3c(c2)OCO3)c(OC)c1OC	-1.1	-1.6	5	-3.8	2	-2.6	-1.2	2	-2	-1.9	-4
CCOC(=O)c1ccccc1NC(=O)CSc1nc2ccccc2c(=O)n1CCCN1CCOCC1	-1.1	-0.8	-4	0.8	5	0.0	0.1	2	1	-1.0	1
CC(OC(=O)c1ccc(F)c(S(=O)(=O)N2CCOCC2)c1)C(=O)NCC1CCCCC1 (configuration not stated)	0.8	3.4	-13	-3.0	-1	-0.4	-1.2	-3	10	-0.9	-10
CCOC(=O)c1sc2nc3c(SCCC#N)cc(C(=O)c4cc(F)ccc4O)cn3c(=O)c2c1C	-0.4	2.5	-27	4.0	-23	4.3	0.5	-11	2	1.5*	-27
CCCCOCCCNc1ncnc2c1[nH]c1ccccc12	-3.4	-6.2	-175	-8.5	-22	-3.9	-3.8	-54	-21	-2.9	-25
Cc1ccc(NC(=O)CC2SC(=NCC3CCCO3)NC2=O)cc1Cl (configuration not stated)	-0.7	2.0	-3	-2.4	-1	-2.7	-0.3	-1	1	-1.5	-7
CN(C)c1ccc(NC(=O)c2sc(SCC(=O)Nc3ccc(Br)cc3)nc2N)cc1	1.0	1.0	-3	-1.4	-1	-0.5	-0.2	-2	8	-1.2	-3
Cc1cccc(NCc2cc(Cl)cc(Cl)c2O)n1	0.7	0.1	16	-1.4	0	-1.5	0.0	4	-7	-1.9	3
CSc1ccc(S(=O)(=O)Nc2ccc(S(=O)(=O)Nc3ccc(C)cc3)cc2)cc1	0.8	-1.4	10	2.9	-1	-0.6	-0.5	7	-119	-1.6	0
Cc1ccc(-c2cc(C(=O)N3CCN(c4ccccc4O)CC3)c3ccccc3n2)o1	-0.2	2.4	i	4.9	i	-0.2	-0.9	-289	-13	-0.6	i
O=C(CNS(=O)(=O)c1ccc(Br)s1)N1CCN(C(=O)c2ccco2)CC1	2.9	-0.3	0	-2.4	5	-1.6	0.2	3	3	-1.7	5
NC(=O)CSc1nnc(CNc2ccc(F)cc2)n1CC1CCCO1 (configuration not stated)	-0.7	0.4	7	1.3	2	-1.0	-0.5	0	1	-0.3	2
NC(=O)c1nnsc1-c1ccc(-c2snnc2C(N)=O)cc1	1.1	1.4	-3	2.9	-1	0.1	0.0	-2	3	-1.2	-6
COc1cc(N(C)C)ccc1[C@]1(O)C(=O)N(C)c2ccc(Br)cc21	·	·	-5	2.3	1	-0.5	-0.9	-2	10	0.3	3
O=C(CCCN1C(=O)c2ccccc2C1=O)NCCc1ccc(OC(F)F)cc1	0.9	-1.3	-2	-0.2	-3	0.8	0.2	1	-5	-1.4	-4
O=C(CSc1nc(CCC2CCCC2)nc2ccccc12)NCc1ccc2c(c1)OCO2	0.8	5.1	-5	-0.6	0	-0.8	-0.4	1	-4	-1.7	-2
O=C(O)CC(NS(=O)(=O)Cc1ccccc1)c1cccc([N+](=O)[O-])c1 (configuration not stated)	-0.9	-0.5	-5	0.6	1	-0.1	-0.7	-1	-1	-0.9	-1
Cn1c(SCc2ccccn2)nnc1-c1ccccc1	1.0	4.1	-7	-0.1	-1	1.2	0.5	-1	-6	-0.5	-4
COc1ccc(NC(=S)NCCc2c[nH]c3ccccc23)c(OC)c1	-1.0	1.6	5	2.3	-1	-0.7	-0.4	1	7	-1.0	3
N#CC1=C(S)N(c2ccccc2)C(c2cccs2)NC1=O (configuration not stated)	0.3	-1.8	-1	1.2	3	1.9	-0.4	-2	9	-1.2	4
O=C(CNC(=O)c1nn(Cc2ccccc2)c(=O)c2ccccc12)Nc1ccc(F)c(F)c1F	0.3	0.7	-5	-3.3	3	1.6	0.8	-5	14	-1.4	-2
NC(Cc1ccc(C(F)(F)F)cc1)c1csc(Nc2ncccn2)n1 (configuration not stated)	·	1.3	-12	1.2	2	1.4	0.7	-2	7	-1.3	6
COc1ccc(-c2nnn(CC(=O)N3CCN(c4ccc(F)cc4)CC3)n2)cc1	5.3*	0.7	13	0.7	2	-0.9	0.3	-4	3	-1.6	-5
Cc1sc2nc(CN3CCCCC3)nc(N3CCN(C(=O)c4ccco4)CC3)c2c1C	-0.3	1.5	-10	2.5	-8	-1.1	0.3	-3	-8	-1.6	-5
CC[C@@H](C)C(N)c1cn([C@@H](CCC(=O)O)C(=O)N2CCNCC2)nn1 (some centres not stated)	1.2	1.0	2	-1.4	1	0.3	-0.6	0	3	-0.9	1
COc1ccc(Nc2nc(NCC3CCCO3)c3ccccc3n2)c(OC)c1 (configuration not stated)	-0.6	-5.6	5	-1.4	-2	-1.9	-0.3	-1	-10	-0.9	-1
COc1ccc2c(c1)CN1CN(CC(C)C)S(=O)(=O)CC21 (configuration not stated)	·	·	-24	0.0	-11	0.2	-1.0	-8	8	-1.5	-15
NC(=O)c1ccc(NC(=O)COC(=O)c2ccccc2SCC(=O)N2CCCC2)cc1	-0.1	1.0	-11	-4.0	0	-1.8	-0.1	-1	-5	0.2	-3
